# Source: PubChem
# Measles CPE – protection of cells from measles virus; actives 1.5% (n = 140,000); protection (pct of control), % at 4 µM; Measles virus-infected cells, CPE protection, absorbance; in the data active = protection mostly above about 24%, no sharp cut-off; inactive = mostly below about 26%; also: some compounds called inactive have numbers as strong as hits
# E-sel TNF inh – blocks E-selectin expression induced by TNF alpha. inhibition, % at 2 µM. HUVEC TNFa-induced E-selectin immunofluorescence, high content. actives 0.71% (n = 120,000);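 active = inhibition above the batch mean plus 3 SD, and confirmed as a hit on visual image review, cut at about 43% in these data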;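 also: 0% = TNF-stimulated DMSO wells and 100% = unstimulated control wells; not every result past the cut was called active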
# Yeast life ext – yeast lifespan extension; inhibition of the nicotinamide effect, % at 10 µM; S. cerevisiae growth with nicotinamide, OD615; deaD strain in restrictive glucose medium; actives 0.68% (n = 130,000);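 active = inhibition above a set limit, placed 3 SD over the median of all compounds, cut at about 26% in these data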;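 also: 0% = nicotinamide-treated wells and 100% = cells grown without nicotinamide; some compounds called inactive have numbers as strong as hits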
#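 Assay system: engineered S. cerevisiae DeaD replicative-lifespan strain, galactose-grown log-phase cells; Buffer or medium: CSMM-D glucose medium, restrictive; Probe or stimulus: nicotinamide 1.5 mM; Compound: single dose 10 µM compound, 0.25% DMSO; Schedule: 4 h preincubation then 48 h treatment at 30 °C; Technique: OD615 measurement.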
# Phagocyt inh – blocks phagocytosis by macrophages | J774A.1 macrophage IgG-bead phagocytosis, imaging | inhibition, % at 5 µM | actives 0.07% (n = 110,000) | AID 1029;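 active = inhibition above the mean of the plate negative controls plus 5 SD, cut at about 13% in these data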;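 also: phagocytic index as fraction of beads internalized from green versus red external bead signal; plate controls were DMSO negative control for no effect and cytochalasin-D positive control for full effect; some results beyond the cut were filed as inactive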
# MRP1 act – activators of MRP-1; H69AR cells + doxorubicin, viability rescue, CellTiter-Glo; viability increase, % at 10 µM; actives 0.61% (n = 140,000); AID 799;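 active = viability gain under doxorubicin at or above a set limit, the compound median plus 3 SD, cut at about 4.7% in these data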;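 also: MRP-1 overexpressing cells given doxorubicin 25 µM after compound pretreatment; 18-22 h compound pretreatment then 72 h with doxorubicin before readout; 0% = doxorubicin-only wells and 100% = vehicle-treated cells without doxorubicin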
# GALR2 antag – antagonists of human galanin receptor 2 (GALR2) | GALR2-expressing cells, antagonist mode | actives 0.39% (n = 140,000) | AID 828 | inhibition, % at 4 µM; in the data active = inhibition above about 27%;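 also: cells stimulated with galanin 1-16 at roughly its EC80; 0% = agonist challenge control and 100% = basal control without agonist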
# Target sequence (O43603 whole entry, looked up): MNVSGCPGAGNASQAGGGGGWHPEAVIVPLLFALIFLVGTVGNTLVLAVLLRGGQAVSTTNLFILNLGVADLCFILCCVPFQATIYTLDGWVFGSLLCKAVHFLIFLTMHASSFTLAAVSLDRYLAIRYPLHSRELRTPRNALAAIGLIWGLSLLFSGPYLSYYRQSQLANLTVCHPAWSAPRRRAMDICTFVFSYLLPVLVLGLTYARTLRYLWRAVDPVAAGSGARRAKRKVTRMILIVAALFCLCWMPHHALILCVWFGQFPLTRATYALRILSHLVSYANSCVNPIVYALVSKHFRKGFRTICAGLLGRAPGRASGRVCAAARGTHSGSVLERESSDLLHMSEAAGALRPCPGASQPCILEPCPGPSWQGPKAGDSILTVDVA
# PTEN del growth – PTEN-deleted cell growth suppression; viability, % at 10 µM; AID 827; actives 1.2% (n = 140,000); HCT116 PTEN-null viability, CellTiter-Glo, 60 h; active compounds read low;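 active = viability at or below a set limit, 4 SD under the median of all tested compounds, cut at about 3.7% in these data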;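 also: PTEN knockout HCT116 line with beta catenin targeted HCT116 as companion control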
# NPY Y2 blocker – blocks the human neuropeptide Y Y2 receptor; P49146; NPY-Y2 expressing cells, antagonist mode; inhibition, % at 2.7 µM; actives 0.99% (n = 140,000); AID 793; in the data active = inhibition above about 17%;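 also: 0% = vehicle with agonist challenge and 100% = reference antagonist with challenge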
# Target sequence (P49146 whole entry, looked up): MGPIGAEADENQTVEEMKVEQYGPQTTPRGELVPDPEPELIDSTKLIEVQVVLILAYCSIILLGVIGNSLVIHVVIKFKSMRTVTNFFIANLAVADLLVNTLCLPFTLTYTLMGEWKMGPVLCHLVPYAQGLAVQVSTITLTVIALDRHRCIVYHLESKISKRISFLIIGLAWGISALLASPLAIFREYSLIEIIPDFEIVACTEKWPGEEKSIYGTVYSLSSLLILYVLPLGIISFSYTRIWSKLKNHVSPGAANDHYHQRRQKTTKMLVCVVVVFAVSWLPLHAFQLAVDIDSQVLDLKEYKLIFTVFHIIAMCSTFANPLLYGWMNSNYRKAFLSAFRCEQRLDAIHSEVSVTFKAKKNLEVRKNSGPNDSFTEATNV
# Yeast growth inh – reduces growth of yeast BB579 in restrictive medium; AID 804; actives 0.51% (n = 140,000); S. cerevisiae BB579 growth, OD615, 48 h; inhibition, % at 10 µM;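 active = inhibition above a set limit, 3 SD over the mean compound inhibition, cut at about 44% in these data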; also: inactives centre near -24
#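 Test system: DeaD yeast strain BB579 / Buffer or medium: restrictive glucose-based CSMM-D medium / Doses: single 10 µM dose / Schedule: 4 h cell preincubation, 48 h compound exposure, 30 °C humidified / Technique: culture absorbance at 615 nm / Controls: amphotericin B positive control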
# bCat KO growth – beta-catenin-lacking colon tumor cell growth suppression; HCT116 beta-catenin knockout viability, CellTiter-Glo, 60 h; active compounds read low; viability, % at 10 µM; actives 1.5% (n = 140,000); AID 818;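 active = viability at or under a set limit, the compound median less 4 SD, cut at about 6% in these data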;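 also: 0% = Hyamine 1622 control at 20 µM and 100% = untreated cell control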
# * marks the source's active call; other numbers are inactive results; . = not tested or not shown; & = joins results of further samples. This is a random part of the collection (roughly 6.3% active in at least one column).
SMILES,Measles CPE,E-sel TNF inh,Yeast life ext,Phagocyt inh,MRP1 act,GALR2 antag,PTEN del growth,NPY Y2 blocker,Yeast growth inh,bCat KO growth
CCOc1ccccc1NC(=O)CSCC(=O)Nc1ccccc1,2,5,-16,1,-1.9,-2,95,3,-51,100
CN1CCN(C(=S)Nc2cccc(Cl)c2)CC1,12,.,6,-2,0.6,7,93,1,-10,100
O=C(Nc1ccccc1)NC1(C(=O)NCc2ccc3c(c2)OCO3)CCCCC1,6,-29,-5,-1,-1.9,-4,93,-2,-29,97
CCN(CC)CCOc1ccc2c(c1)C(=NNC(=O)c1ccccn1)c1cc(OCCN(CC)CC)ccc1-2,7,3,5,-10,-6.9,-9,0.6*,0,4,0.4*
Cc1cc(NC(=O)c2cnn3c(C(F)F)cc(C4CC4)nc23)no1,22,8,-10,0,-1.7,-8,92,3,-12,101
Cc1ccc(CN2C(=O)CCC2C(=O)NCCN2CCOCC2)cc1 (centres undefined),4,.,-16,-2,-1.3,13,88,0,0,93
CCc1sc(NS(C)(=O)=O)nc1-c1ccccc1,3,16,-5,0,0.3,-10,93,10,-29,97
COC(=O)c1c[nH]n2c(=O)cc(C)nc12,12,-3,-11,-1,-2.3,14,95,-2,6,94
CCOc1ccc2nc(-c3ccccc3)[nH]c2c1,2,.,-30,4,-3.2,25,16,5,-28,12
COc1cccc(C(=O)NC(=S)Nc2ccc3c4c(cccc24)CC3)c1,10,24,-10,.,-1.1,-4,109,3,6,101
COC(=O)/C(N=Nc1c(C)n(C)n(-c2ccccc2)c1=O)=C(\C)O,17,.,1,-9,-0.9,-2,106,1,-11,98
NS(=O)(=O)c1ccc(NC(=O)COC(=O)c2cn(-c3ccccc3)nc2-c2ccc(F)cc2)cc1,12,.,-2,-4,-1.5,14,94,-4,-29,88
O=C(NCCN1CCOCC1)c1ccccc1-c1ccccc1,16,-4,-8,9,-1.2,5,96,6,-29,85
COCCNC(=O)c1ccccc1NC(=O)CN(c1ccc2c(c1)OCO2)S(C)(=O)=O,14,9,-3,5,-1.9,4,92,1,10,96
Cc1cc(C)cc(C(=O)NC(=S)Nc2ccc(-c3cc4ccccc4oc3=O)cc2)c1,7,11,-1,-4,-5.8,1,19,4,-28,32
Cc1onc(-c2ccccc2)c1C(=O)N1CCN(C)CC1,5,1,-3,-2,-0.7,-6,100,2,9,94
COc1cc(SC)ccc1C(=O)Nc1ccccc1,20,3,-6,.,-3.9,8,81,6,-1,81
O=C(Cn1[nH]c(=O)c2ccccc2c1=O)OCC(=O)N1CCc2ccccc2C1,2,-16,-12,0,0.0,9,90,3,5,96
COc1ccc(CC/C(=N\O)C2(O)CCCCC2)cc1,11,.,17,-1,0.6,-1,88,0,-35,92
COC(=O)CCS(=O)(=O)c1ccc(Cl)cc1,4,27,-4,0,0.9,-6,.,2,-8,108
Cc1cc(OCC(=O)Nc2ccc(F)c(F)c2)nc(C(C)C)n1,12,33,1,.,-1.2,11,91,3,-63,83
CCc1ccc2c(CN3CCc4cc(OC)c(OC)cc4C3)cc(=O)oc2c1,4,-15,-4,-7,-2.1,-6,77,4,-33,70
CC(C)(C)c1cnnn1-c1ccc(NC(=O)c2ccc3c(c2)OCO3)cc1,7,.,-2,-1,0.4,1,85,1,-7,87
Cc1c(C(=O)O)sc(=S)n1-c1ccccc1,30,.,-7,-1,0.0,-11,100,-2,-62,105
CSc1nc(C)cc(C)c1C(N)=O,9,35,.,.,-1.5,15,94,0,20,87
O=C(CCSc1ccccc1)N1CCN(C(=O)c2ccco2)CC1,1,-28,2,-5,-0.9,4,108,1,-35,97
Cc1cnn(C(=S)NCCc2ccccc2)c1,10,.,-16,.,-0.5,-8,98,1,-10,98
O=C(CSc1nc2ccccc2[nH]1)Nc1nc(-c2ccccc2)c(-c2ccccc2)o1,11,.,-4,-2,-0.5,5,91,3,-55,96
COc1ccc(N2C(=O)CC(N3CCC(O)(c4ccc(Cl)cc4)CC3)C2=O)cc1 (centres undefined),26*,34,-17,-1,-0.1,7,106,1,-43,102
c1ccc(-c2noc(-c3cccc4ccccc34)n2)cc1,9,.,-16,-1,-1.9,6,89,9,-13,77
CCOC(=O)c1[nH]c(C)c(C(=O)OCC(=O)N2c3ccccc3CC2C)c1C (centres undefined),3,.,-10,.,-1.1,13,98,0,-43,101
Cc1ccc(/C=N/n2c(-c3ccncc3)n[nH]c2=S)cc1,16,.,2,1,-2.9,-3,96,1,1,98
COC(=O)Cc1c(C)nc2nc(NCc3ccccc3OC)[nH]n2c1=O,12,11,-16,3,-1.0,1,101,0,-11,113
COc1ccc2nc(C)cc(SCC(=O)O)c2c1,11&6,-32&-25,-7&-14,-1&2,-1.9&-2.3,-4&8,99&95,2&1,-19&-2,101&84
COc1ccc(CCNC(=O)CSCc2ccc(F)cc2)cc1OC,12,.,0,-12,0.3,-10,98,6,-13,93
CC(=O)Nc1nnc(SCc2ccccc2F)s1,17,19,-8,-1,-0.8,-3,111,1,-20,98
COc1ccc(N2C(=O)CC3(CCCC3)CC2=O)cc1,25,.,22,-9,-1.6,2,99,0,-36,94
CCn1c(SCC(=O)NC2CCCCC2)nnc1-c1cccs1,7,-25,3,-1,-0.1,-8,106,2,-32,109
CC(C)(O)C(=O)NN(Cc1ccccc1)c1ccccc1,19,-7,5,-4,-1.3,-12,90,2,0,94
COc1ccc(C(c2nnnn2Cc2ccccc2)N2CCN(c3ccccc3)CC2)cc1 (centres undefined),3,-55,.,-3,-1.2,6,71,8,-26,79
Cc1occc1-c1nnc(SCC(=O)Nc2ccccc2)n1CCc1ccccc1,20,0,-16,.,0.8,9,85,3,-40,85
CC(C)N1C(=O)c2ccccc2C1C(=O)NC1CCCCCC1 (centres undefined),12,.,1,-1,-0.9,-7,92,5,-56,87
Cc1nc2cc(CO)ccc2n1C,31,5,-2,-1,-2.9,9,86,2,-6,98
CCCS(=O)(=O)N1CCC(C(=O)N2CCN(C(=O)OCC)CC2)CC1,2,.,-8,0,0.7,-13,98,6,-11,91
Cc1cc(C)n(-c2nc3c(c(=O)[nH]c(=O)n3C)n2CC(O)c2ccccc2)n1 (centres undefined),12,-14,2,1,-1.9,-20,109,0,-49,99
CCSc1nc(O)c(C2OC(=O)c3c2ccc(OC)c3OC)c(=O)n1CC (centres undefined),10,2,-6,0,0.5,8,111,5,0,100
O=S(=O)(c1ccccc1)N1CCN(Cc2ccccc2C(F)(F)F)CC1,16,-1,1,0,0.3,4,95,1,2,98
COc1ccc(NC(=O)c2ccc(NCCCN3CCOCC3)c([N+](=O)[O-])c2)cc1,7,4,-3,-9,-1.8,-1,84,-1,5,73
COc1ccccc1-c1nnc(NC(=O)c2cccc(N3C(=O)CCC3=O)c2)o1,5,.,3,-4,-1.7,-9,99,1,-13,98
CCCNC(=S)NCCN1CCCCC1,21,13,.,.,-1.1,2,93,1,-23,92
Cc1oc(-c2ccc(Cl)cc2)nc1CN1CCC(C(=O)N2CCN(Cc3ccccc3)CC2)CC1,19,.,-9,3,-4.8,-10,7,17,-30,2.0*
CCC(=O)N/C(=N\OCc1ccc(F)cc1)c1nonc1NC(=O)CC,3,28,-1,.,-1.4,-3,93,0,-48,85
CC(C)n1c(SCC(=O)N2CCCC2)nc2c1c(=O)n(C)c(=O)n2C,33*,-33,-8,1,-0.5,-3,106,1,-40,91
Cc1ccc(NC(=O)OCCN2CCN(Cc3ccccc3)CCC2=O)cc1C,4,3,4,.,-1.6,-11,89,-2,-33,96
Cn1cc(C(=O)c2ccc(Cl)cc2Cl)cc1C(=O)N/N=C(\N)COc1ccccc1,6,20,-15,1,-3.8,-13,18,-3,-27,17
COc1cccc(C(=O)Nc2ncc3c(n2)CC(C)(C)CC3=O)c1,16,-12,-7,0,-1.3,-3,78,1,-33,86
CCc1c(C)sc(NC(=O)CC#N)c1C#N,25,4,-15,-1,-1.5,0,83,0,-21,84
Cc1cccc(-n2nnc(C(=O)N3CCc4ccccc4C3)c2N)c1,11,-2,-13,.,0.9,-4,80,2,-72,80
O=C(Nc1cccc(F)c1)c1coc(=O)c(Br)c1,13,.,-4,-6,-6.0,-15,31,3,-17,45
COc1cccc(/C=C/C(=C2/C(=O)N(c3ccccc3)N=C2C)c2ccc(Br)cc2)c1OC,17,-17,4,-9,-0.9,1,23,0,-19,25

# Quoted at random: 2 entries already listed
SMILES,Measles CPE,E-sel TNF inh,Yeast life ext,Phagocyt inh,MRP1 act,GALR2 antag,PTEN del growth,NPY Y2 blocker,Yeast growth inh,bCat KO growth
Cn1cc(C(=O)c2ccc(Cl)cc2Cl)cc1C(=O)N/N=C(\N)COc1ccccc1,6,20,-15,1,-3.8,-13,18,-3,-27,17
Cc1occc1-c1nnc(SCC(=O)Nc2ccccc2)n1CCc1ccccc1,20,0,-16,.,0.8,9,85,3,-40,85

# (continued)
SMILES,Measles CPE,E-sel TNF inh,Yeast life ext,Phagocyt inh,MRP1 act,GALR2 antag,PTEN del growth,NPY Y2 blocker,Yeast growth inh,bCat KO growth
CCCCCCCCOC(=O)CCc1c(C)[nH]c(=S)[nH]c1=O,3,1,-9,.,-5.4,4,87,3,-42,105
Cc1ccc(S(=O)(=O)Nc2cc(=O)[nH]c(SCc3ccccc3Cl)n2)cc1,3,18,2,-8,-1.0,-10,76,0,-42,73
O=C(c1ccc2c(c1)OCO2)N1CCCC1,37,-1,-14,.,0.0,2,111,1,-25,105
O=C1CSC(c2cn(-c3ccccc3)nc2-c2cc3ccccc3oc2=O)N1Cc1ccccc1 (centres undefined),5,0,-17,-1,-2.7,-4,46,3,-42,55
O=S(=O)(NCc1cccs1)c1cccc(S(=O)(=O)N2CCCCC2)c1,28,3,-6,0,-2.2,0,74,-1,2,86
COc1cccc(NS(=O)(=O)c2ccc3[nH]cc(C(=O)NCCN4CCOCC4)c(=O)c3c2)c1,7,4,-22,3,2.1,5,97,3,-38,90
CCN1CCN(C(=S)c2ccc(Cl)c(Cl)c2)CC1,18,.,-11,-2,-0.1,-2,92,3,-16,101
O=C(O)CCc1nc(-c2ccc(Cl)cc2)no1,17,.,-7,-4,-1.3,-3,94,14,-8,94
CCCS(=O)(=O)N1CCN(C(=O)c2ccc(-c3ccccc3)cc2)CC1,14,-4,-24,.,-0.4,-6,88,5,-2,93
S=C(NCCC1=CCCCC1)Nc1ccc(Cl)cc1,4,-7,5,4,-2.2,0,94,1,-26,96
O=C(C1CCC(CNS(=O)(=O)c2cccc3cccnc23)CC1)N1CCc2ccccc21 (centres undefined),6,.,-14,1,-1.5,-2,72,2,-5,81
O=C(O)CSc1sc(=S)sc1SCC(=O)O,25,-8,-5,.,0.3,-1,105,2,-38,96
COc1cc(C(=O)Nc2nnc(CC(=O)N3CCOCC3)s2)cc(OC)c1OC,15,.,-13,.,-0.2,-1,95,-1,-65,105
CC(CNC(=O)c1cc(Cl)ccc1[N+](=O)[O-])NC(=O)c1cc(Cl)ccc1[N+](=O)[O-] (centres undefined),3,-31,-22,.,-3.3,-3,86,2,-28,88
